Statin myotox sup: suppressors of statin myotoxicity in C2C12 myotubes, primary screen, cell-based, single point, plate reader | C2C12 myotubes + simvastatin, ATP luminescence, 48 h; scaled: DMSO 0, geranylgeraniol control 100 | rescue of ATP level, % at 7.49 µM | 0.78% of 330,000 active | AID 602340, 2012;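 active = mean ATP rescue above about 67%, or every replicate alone reaching that limit, limit read from the data, passing the limit was not always enough; inconclusive = no clear call, values can overlap the other calls; inactive = mean under the limit and some replicate under it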;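 also: myotubes were challenged with 10 µM simvastatin during compound exposure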
SIRT5 block: SIRT5 desuccinylase inhibitors, primary screen, biochemical, fluorescence imaging, single point, set 5 | Purified SirT5, succinyl-peptide AMC, trypsin-coupled fluorescence | inhibition, % at 15 µM | 1.1% of 330,000 active | AID 652115, 2013; in the data active = inhibition above about 15%; inconclusive = no clear call, values can overlap the other calls
Target sequence (Q9NXA8 whole entry, looked up): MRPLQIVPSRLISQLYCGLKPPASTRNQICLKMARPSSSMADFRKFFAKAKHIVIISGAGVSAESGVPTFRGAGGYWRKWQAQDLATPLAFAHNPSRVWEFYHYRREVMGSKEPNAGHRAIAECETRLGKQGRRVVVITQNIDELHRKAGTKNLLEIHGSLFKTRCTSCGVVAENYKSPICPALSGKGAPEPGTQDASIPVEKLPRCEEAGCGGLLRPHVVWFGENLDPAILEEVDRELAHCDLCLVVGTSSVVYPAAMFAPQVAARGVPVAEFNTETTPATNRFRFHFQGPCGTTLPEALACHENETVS
esBAF inh: Bmi1 luciferase reporter increase in mESCs, primary screen, esBAF inhibitor project, mouse ES cells, Bmi1 luciferase knock-in, single point; 24 h; 100% = twice the neutral-well signal; reporter increase, % at 12.5 µM; 2% of 350,000 active; AID 602393, 2012; in the data active = activation above about 40%; inconclusive = no clear call, values can overlap the other calls;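 also: 0% = median of the plate's neutral control wells and 100% = double that signal; a rise in the Bmi1 reporter signal indicates esBAF inhibition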
Cneo AK release: Cryptococcus neoformans cell lysis inducers, primary screen, AK release luminescence, single concentration; C. neoformans lysis, adenylate kinase release luminescence, 4 h; normalised: neutral wells 0, clomiphene wells 100; lysis activity, % at 15 µM; 0.2% of 360,000 active;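 active = mean lysis activity across replicates of at least 80%, whatever share of replicates individually reach that level; inactive = mean lysis activity below 80%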
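read-out = cell lysis signal | test system = log-phase Cryptococcus neoformans yeast cells | input = cells at 5 × 10^6 per mL | medium = fresh YPD growth medium | signal = luminescent adenylate kinase detection reagent | timing = 4 h at 37 °C static, read 1 h later | dosing = single dose | controls = Clomiphene as positive lysis control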
ERp5 inh: inhibitors of ERp5-driven insulin aggregation, primary screen, biochemical, turbidity, absorbance 650 nm, single point; Protein disulfide-isomerase A6 (Homo sapiens), Q15084; 90 min; inhibition, % at 9.99 µM; 0.05% of 350,000 active;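 active = mean replicate inhibition above about 25%, with every replicate also reaching it, limit read from the data, passing the limit was not always enough; inconclusive = only one of those two criteria met; inactive = neither criterion met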
Target sequence (Q15084 whole entry, looked up): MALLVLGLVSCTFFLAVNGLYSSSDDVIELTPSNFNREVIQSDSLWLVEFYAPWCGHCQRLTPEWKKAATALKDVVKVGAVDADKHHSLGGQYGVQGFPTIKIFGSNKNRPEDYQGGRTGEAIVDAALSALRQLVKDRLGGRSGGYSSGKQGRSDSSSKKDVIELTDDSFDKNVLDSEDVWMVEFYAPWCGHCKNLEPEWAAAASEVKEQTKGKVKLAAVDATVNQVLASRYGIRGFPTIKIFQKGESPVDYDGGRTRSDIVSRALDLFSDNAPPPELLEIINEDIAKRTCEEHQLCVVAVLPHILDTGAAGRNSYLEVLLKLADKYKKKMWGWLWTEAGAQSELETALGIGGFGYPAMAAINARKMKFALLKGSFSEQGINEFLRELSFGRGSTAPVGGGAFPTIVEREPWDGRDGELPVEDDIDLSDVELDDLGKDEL
ARNT TACC3 PPI: disruptors of ARNT/TACC3 protein interaction, primary screen, biochemical, AlphaScreen, single concentration | Transforming acidic coiled-coil-containing protein 3 (Homo sapiens), Q9Y6A5 | inhibition, % at 9.99 µM | 0.66% of 390,000 active | AlphaScreen His-ARNT PAS-B/GST-TACC3 binding, luminescence; TACC3 fragment carries E629A point mutation;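 active = mean inhibition of replicates at least 50% and at least half of replicates each reaching 50%; inconclusive = half or more replicates reach 50% but mean below 50%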;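 also: 0% = complete ARNT plus TACC3 wells and 100% = ARNT alone without TACC3; many hits fall short of the cut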
miR122 inh: miR-122 Renilla sensor signal increase in Huh7, primary screen, miR-122 inhibitor project, cell-based, single point, plate reader; Huh7 miR-122 Renilla luciferase sensor, 48 h; neutral wells = 0, positive control = 100; activation (reporter increase), % at 12.5 µM; 0.3% of 340,000 active; AID 602342, 2012;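 active = mean replicate activation score at least 90 and every replicate individually at or above 90; inconclusive = only one of the two criteria met; inactive = neither criterion met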;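 also: higher luciferase means less miR-122 activity so hits act as miR-122 inhibitors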
Numbers without * were called inactive; ? = inconclusive; nt = not tested or not shown; [ ] = another dose, or the depositor's remark.

SMILES | Statin myotox sup | SIRT5 block | esBAF inh | Cneo AK release | ERp5 inh | ARNT TACC3 PPI | miR122 inh
CO[C@H]1CN(C)C(=O)c2cc(NC(=O)C3CCCCC3)ccc2OC[C@H](C)NC[C@@H]1C | 7 | 1 | 3 | -47 | -10 | 3 | nt
O=S(=O)(CC(O)COc1ccc(Br)cc1)c1ccccc1 (configuration not stated) | nt | -24 | nt | nt | 2 | -3 | nt
CCC(=O)Nc1ccc2c(c1)OC[C@H](C)N(Cc1cccnc1)C[C@@H](C)[C@@H](OC)CN(C)C2=O | 0 | -4 | -4 | -2 | 5 | nt | nt
Cc1cc(C)n2nc(C(=O)N3CCCC(N4CCN(c5ccccc5C)CC4)C3)cc2n1 (configuration not stated) | nt | 5 | nt | 0 | -10 | 6 | nt
C[C@@H]1CN([C@@H](C)CO)C(=O)c2cccc(NC(=O)c3ccc(-c4nccs4)cc3)c2O[C@@H]1CN(C)C | -7 | 0 | 3 | 42 | -2 | 3 | -3[16.7 µM]
CCCCN1C2=NCCCN2c2cc(C)c(C)cc21 | -6 | nt | -4 | 2 | nt | -1 | 7
COc1ccc(NC(=O)C(=O)N/N=C/c2cccnc2)c(OC)c1 | -11 | -4 | 1 | 1 | 4 | -4 | nt
CCC(C)(CC(=O)N(C)CCC#N)c1ccccc1 (configuration not stated) | 8 | nt | -12 | -1 | nt | -7 | 3
COc1ccc(NC(=O)C[C@H]2C(=O)N(c3ccc(Br)cc3)C[C@@H]2C)cc1 | 10 | -2 | 2 | -1 | 2 | nt | -2
O=C(COC(=O)CCNS(=O)(=O)c1cccs1)Nc1cc(C(F)(F)F)ccc1Cl | 4 | 0 | 1 | 1 | 2 | 0 | 6
COc1ccc(NC(=O)N(C)C[C@H]2OCCCC[C@H](C)Oc3ccc(NS(=O)(=O)c4c(C)noc4C)cc3C(=O)N([C@@H](C)CO)C[C@H]2C)cc1 | ? | nt | -1 | 5 | nt | 1 | -9[16.7 µM]
CCOc1ccc(N(C(C)C(=O)N2CCOCC2)S(C)(=O)=O)cc1 (configuration not stated) | -8 | nt | -7 | -3 | 2 | 0 | -3
O=C(C[C@H]1CC[C@H]2[C@@H](COC[C@H](O)CN2S(=O)(=O)c2ccccc2)O1)NCCN1CCCCC1 | -6 | 5 | 4 | -1 | -1 | -8 | 7[16.7 µM]
O=C1CN=C(Nc2ccccc2Cl)N1c1ccccc1 | 6 | -1 | 0 | 3 | 8 | -3 | nt
COCc1cc(C)nc(NC2CCCCC2)c1C#N | -18 | nt | 7 | -3 | nt | nt | -2
COc1cccc(/C=C2/CN(C)CC3=C2OC(N)=C(C#N)C3c2cccc(OC)c2)c1 (configuration not stated) | 8 | nt | -7 | -2 | nt | 8 | 1
Cc1ccc(S(=O)(=O)N(C)C[C@@H]2Oc3c(NC(=O)C4CCOCC4)cccc3C(=O)N([C@@H](C)CO)C[C@H]2C)cc1 | 20 | -5 | -2 | 0 | 16 | -1 | -14[16.7 µM]
Cc1cccc(N2CCN(C(=O)C(Cc3ccccc3)n3cccc3)CC2)c1C (configuration not stated) | 1 | 3 | -3 | 6 | -1 | -5 | nt
C=CCn1c(=O)c2ccc(C(=O)NCc3ccccc3)cc2n(Cc2ccc(C)cc2)c1=O | 3 | -2 | -1 | 1 | -3 | -4 | -5
COc1ccc(NC(=O)C2(C)CCN2CC2CCCCC2)cc1OC (configuration not stated) | 5 | -1 | -1 | 0 | -3 | nt | 1
Cc1ccc(NC(=O)CSc2nnc(-c3cc(C)[nH]n3)n2N)c(C)c1 | 8 | -1 | -3 | 1 | 1 | 4 | -3
COc1cc(Br)cc(C2C3=C(CCCC3=O)N(c3ccc(F)cc3)C3=C2C(=O)CCC3)c1O | nt | -1 | nt | nt | -4 | 1 | -7
Cc1ccc(NC(=O)c2ccc(Nc3ccccc3F)nc2)cc1 | nt | 0 | nt | nt | -1 | -6 | nt
O=C(C[C@@H]1C[C@H]2c3cc(NC(=O)C4CCOCC4)ccc3O[C@H]2[C@@H](CO)O1)NCc1ccccn1 | 0 | 0 | -7 | -5 | -2 | -2 | 1[16.7 µM]
CC1(C)C2CCC1(CS(=O)(=O)N1CCN(c3ccccc3F)CC1)C(=O)C2 (configuration not stated) | -16 | 1 | -5 | 26 | -1 | 4 | -3
CCCCNC(=O)C1CC(=O)N(CCc2ccc(C)cc2)C1 (configuration not stated) | 7 | -4 | 7 | 1 | -1 | -10 | nt
Cc1cc(OCc2cc(C(=O)N(C)Cc3nonc3C)no2)cc(C)c1Cl | -7 | -2 | -1 | -5 | 0 | -6 | 8
Cc1cc(C)n(CCC(=O)N/N=C/c2cccc([N+](=O)[O-])c2)n1 | nt | -1 | nt | nt | 5 | 16 | nt
CC(/C=N/NC(=O)Cc1cccs1)=C\c1ccccc1 | nt | nt | nt | 0 | nt | 4 | 3
C[C@@H]1CN([C@H](C)CO)C(=O)c2cc(NC(=O)c3ccccc3)ccc2O[C@@H](C)CCCCO[C@@H]1CN(C)C(=O)c1ccncc1 | nt | -1 | 0 | 5 | -4 | -10 | 2[16.7 µM]
CCN(CC)CCCC(C)NC1=NCCCCC1 (configuration not stated) | 3 | nt | -10 | 3 | nt | -4 | 2
CCOc1ccc(NC(=O)C2CC(=O)N(C)C(=Nc3ccc4c(c3)OCO4)S2)cc1 (configuration not stated) | -3 | 0 | -6 | 0 | 5 | -4 | -4
O=C(C[C@@H]1CC[C@H]2[C@@H](COC[C@@H](O)CN2Cc2ccc(Oc3ccccc3)cc2)O1)N1CCc2ccccc2C1 | 20 | 9 | -13 | 59 | -2 | 18 | -7[16.7 µM]
Cc1cccc(N2CCN(C(=O)c3ccccc3NC(=O)C3=CSCCO3)CC2C)c1 (configuration not stated) | 13 | -1 | 2 | 1 | 5 | 11 | 3
COc1ccccc1-c1noc(CSc2nc(N)cc(=O)[nH]2)n1 | 0 | 2 | -7 | 0 | 3 | -1 | 0
COC(=O)C[C@@H]1C=C[C@H](NS(=O)(=O)c2ccccc2F)[C@H](CO)O1 | 11 | 0 | -1 | -2 | 3 | -6 | 14[16.7 µM]
CC(=O)C(C)Sc1nnc(-c2ccccc2F)n1C1CC1 (configuration not stated) | -1 | -1 | 4 | 0 | -7 | 17 | 2
CC(=O)N1c2ccc(S(=O)(=O)N3CCC(C(=O)NC4CCCC(C)C4C)CC3)cc2CC1C (configuration not stated) | nt | -2 | -8 | -1 | -10 | 5 | -1
CCOC(=O)c1cnc(SCC(=O)Nc2ccc3c(c2)OCCO3)nc1N | 12 | nt | 15 | 1 | nt | -5 | -2
Cc1cc(C)cc(NC(=O)Cn2nnc(C(=O)NCc3cccs3)c2N)c1 | -8 | -3 | 4 | nt | 3 | 5 | 9
CCOC(=O)c1c(C)[nH]c(C)c1S(=O)(=O)NCCc1ccco1 | 5 | -1 | -5 | 0 | -2 | 2 | ?
O=C(NC(Cc1ccccc1)C(=O)O)/C(=C\c1ccco1)NC(=O)c1ccccc1Br (configuration not stated) | nt | nt | nt | -4 | nt | 0 | -5
COc1ccc(-c2cnc3c(c2)C(=O)N([C@@H](C)CO)C[C@H](C)[C@@H](CN(C)Cc2ccc(C(=O)O)cc2)O3)cc1 | 1 | 21* | -3 | 0 | 4 | -1 | 1[16.7 µM]
CC(C)C(Sc1nc(-c2ccccc2)cc(-c2ccccc2)c1C#N)C(=O)O (configuration not stated) | nt | 8 | nt | nt | 1 | -3 | nt
CC(=O)N1CCN=C1SCc1ccc(Cl)cc1 | 8 | nt | 4 | 1 | -13 | -6 | -8
C[C@@H]1CN([C@@H](C)CO)C(=O)c2cccc(NS(=O)(=O)c3ccc(F)cc3)c2O[C@@H]1CN(C)S(C)(=O)=O | nt | 0 | 1 | -1 | 11 | -3 | 18[16.7 µM]
CC(C)NC(=O)N(C)C[C@@H]1Oc2cc(-c3cccnc3)ccc2S(=O)(=O)N([C@H](C)CO)C[C@H]1C | -13 | -8 | -1 | -4 | -1 | -4 | 2[16.7 µM]
CCC(=O)NC[C@@H]1[C@H](c2ccc(C3=CCCC3)cc2)[C@@H](CO)N1C(=O)C1CC1 | 13 | nt | 4 | 0 | nt | -12 | 14[16.7 µM]
C[C@H]1CN([C@@H](C)CO)C(=O)c2cccc(NS(C)(=O)=O)c2O[C@@H]1CN(C)Cc1ccncc1 | 2 | 0 | 5 | 0 | 1 | 16 | -2[16.7 µM]
Cc1cccc(NC(=S)N/N=C/c2cccc([N+](=O)[O-])c2)c1 | -8 | nt | 20 | 2 | nt | -4 | -1
CCOC(=O)Cn1c(C(=O)OCC)cc2sccc21 | -13 | 0 | 4 | 0 | 1 | -6 | nt
COc1ccc(OCC(=O)OC(C)CN2CCOCC2)cc1 (configuration not stated) | 17 | nt | 5 | 4 | nt | -14 | -2
O=C(NCc1ccccn1)Nc1ccc(Br)cc1 | nt | -2 | nt | 3 | 1 | 0 | 8
O=C1CCCc2c1ccc1ccccc21 | 6 | -10 | -3 | 0 | -1 | -9 | -4
Cc1ccccc1S(=O)(=O)N(C)C[C@@H]1OCc2ccccc2-c2c(n(C)c3ccccc23)C(=O)N([C@H](C)CO)C[C@@H]1C | 9 | -3 | 3 | 6 | 0 | nt | 3

3 compounds from above, ordered by the number in SIRT5 block, falling:
SMILES,SIRT5 block
C[C@@H]1CN([C@@H](C)CO)C(=O)c2cccc(NS(=O)(=O)c3ccc(F)cc3)c2O[C@@H]1CN(C)S(C)(=O)=O,0
Cc1ccccc1S(=O)(=O)N(C)C[C@@H]1OCc2ccccc2-c2c(n(C)c3ccccc23)C(=O)N([C@H](C)CO)C[C@@H]1C,-3
CC(C)NC(=O)N(C)C[C@@H]1Oc2cc(-c3cccnc3)ccc2S(=O)(=O)N([C@H](C)CO)C[C@H]1C,-8

Ordered by molar mass (high to low): part of the list above.
SMILES | Statin myotox sup | SIRT5 block | esBAF inh | Cneo AK release | ERp5 inh | ARNT TACC3 PPI | miR122 inh
Cc1cc(OCc2cc(C(=O)N(C)Cc3nonc3C)no2)cc(C)c1Cl | -7 | -2 | -1 | -5 | 0 | -6 | 8
Cc1cc(C)cc(NC(=O)Cn2nnc(C(=O)NCc3cccs3)c2N)c1 | -8 | -3 | 4 | nt | 3 | 5 | 9
CCC(=O)NC[C@@H]1[C@H](c2ccc(C3=CCCC3)cc2)[C@@H](CO)N1C(=O)C1CC1 | 13 | nt | 4 | 0 | nt | -12 | 14[16.7 µM]
Cc1cc(C)n(CCC(=O)N/N=C/c2cccc([N+](=O)[O-])c2)n1 | nt | -1 | nt | nt | 5 | 16 | nt
O=C1CN=C(Nc2ccccc2Cl)N1c1ccccc1 | 6 | -1 | 0 | 3 | 8 | -3 | nt
CCN(CC)CCCC(C)NC1=NCCCCC1 (configuration not stated) | 3 | nt | -10 | 3 | nt | -4 | 2
O=C1CCCc2c1ccc1ccccc21 | 6 | -10 | -3 | 0 | -1 | -9 | -4
